TIM10 inh = growth inhibitors of isogenic TIM10 control yeast, primary screen, counter-screen for tim10-1 yeast inhibitor project, luminescence, uHTS; 330,000 tested, 1.4% active; inhibition, % at 10 µM; S. cerevisiae TIM10 strain growth, BacTiter-Glo luminescence, 24 h; AID 463195, 2010;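 active = inhibition of 40% or more at the single tested concentration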;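 note: wild-type TIM10 isogenic control strain grown at permissive 25 °C; 0% = DMSO yeast wells and 100% = minimal medium wells without yeast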
APJ antagonist = antagonists of human apelin receptor APJ, primary screen, CHO-K1 cells, beta-arrestin complementation, luminescence. inhibition, % at 20 µM. AID 2521, 2010. 330,000 tested, 0.32% active. P35414;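 active = inhibition above about 40% at 20 µM, limit read from the data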;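 note: cells challenged with 10 nM apelin-13 agonist together with compound; plate controls were apelin-13 plus DMSO wells for no effect and DMSO wells lacking apelin-13 for full effect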
Target sequence (P35414 whole entry, looked up): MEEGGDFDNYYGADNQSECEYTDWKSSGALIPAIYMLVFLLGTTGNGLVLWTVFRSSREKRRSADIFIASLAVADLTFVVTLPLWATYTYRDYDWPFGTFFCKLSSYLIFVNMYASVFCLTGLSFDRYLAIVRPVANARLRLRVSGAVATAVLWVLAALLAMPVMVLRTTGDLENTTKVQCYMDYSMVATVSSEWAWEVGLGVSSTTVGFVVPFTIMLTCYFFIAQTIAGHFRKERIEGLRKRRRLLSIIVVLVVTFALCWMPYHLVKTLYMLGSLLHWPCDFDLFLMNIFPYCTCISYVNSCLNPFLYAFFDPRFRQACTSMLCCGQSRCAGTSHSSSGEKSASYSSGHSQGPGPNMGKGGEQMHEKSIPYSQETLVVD
XBP1 UPR activ = activators of adaptive XBP1 UPR arm, primary screen, cell-based, CHO-XBP1 luciferase reporter, luminescence, uHTS. AID 463104, 2010. activation, % at 20 µM. IRE1-XBP1 UPR activation; percent of tunicamycin response, DMSO as zero. 330,000 tested, 0.33% active;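 active = versus positive control, 20 µM dose yields 30% or more activation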;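 note: 100% = tunicamycin at 10 µg/mL and 0% = DMSO only wells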
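incubation = overnight seeding at 37 °C, 6 h compound treatment at 37 °C | assay system = CHO-XBP1 cells stably carrying IRE1-XBP1-driven luciferase reporter | input = 1000 cells per well | detection = luciferase luminescence | dosing = single point, 20 µM final compound, 1% DMSO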
UPR CHOP act = activators of apoptotic CHOP UPR arm, primary screen, cell-based, CHO-CHOP luciferase reporter, luminescence, uHTS; AID 449763, 2010; activation, % at 10 µM; UPR activation; percent of tunicamycin response over DMSO baseline; 330,000 tested, 0.34% active;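 active = at 10 µM dose, activation of 40% or more, normalized to positive control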;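 note: 100% = tunicamycin at 10 µg/mL and 0% = DMSO alone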
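Assay system: CHO cells with stable CHOP pathway luciferase reporter; Buffer or medium: F12 plus 10% serum; Times: 16-18 h cell attachment, then 6 h compound exposure, 37 °C; Signal: luciferase luminescence; Read-out basis: percent activation relative to tunicamycin control; Control set: tunicamycin high control, DMSO low control.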
tim23-1 inh = growth inhibitors of tim23-1 mutant yeast, primary screen, luminescence, uHTS | inhibition, % at 20 µM | 330,000 tested, 1.3% active | AID 463212, 2010 | S. cerevisiae tim23-1 growth, BacTiter-Glo luminescence, 24 h;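 active = growth inhibition of the mutant yeast at or above 50%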;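 note: temperature-sensitive mutant grown at 25 °C; plate controls were DMSO-treated mutant yeast for no effect and medium wells lacking yeast for full effect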
CXCR6 block = CXCR6 receptor inhibitors, primary screen, cell-based, beta-arrestin, luminescence, CHO-K1 PathHunter, 1536-well; inhibition, % at 20 µM; 360,000 tested, 0.36% active; in the data active = inhibition above about 34%, passing the limit was not always enough;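 note: antagonist mode with CXCL16 agonist at 10 nM final; 0% = 10 nM CXCL16 with DMSO and 100% = unstimulated wells without agonist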
Target sequence (O00574 whole entry, looked up): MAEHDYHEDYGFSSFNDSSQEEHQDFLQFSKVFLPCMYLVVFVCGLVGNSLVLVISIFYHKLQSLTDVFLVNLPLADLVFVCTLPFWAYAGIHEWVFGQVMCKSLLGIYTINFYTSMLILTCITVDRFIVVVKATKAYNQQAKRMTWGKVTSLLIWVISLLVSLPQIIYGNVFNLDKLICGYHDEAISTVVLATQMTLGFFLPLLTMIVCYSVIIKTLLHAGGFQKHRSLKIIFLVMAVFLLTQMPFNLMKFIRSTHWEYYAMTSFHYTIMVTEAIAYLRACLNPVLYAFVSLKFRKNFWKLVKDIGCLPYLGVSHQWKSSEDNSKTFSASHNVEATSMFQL
APJ ag = agonists of human apelin receptor APJ, primary screen, CHO-K1 cells, PathHunter beta-arrestin, luminescence. P35414. 0% DMSO wells, 100% apelin. activation, % at 20 µM. 330,000 tested, 0.11% active. AID 2520, 2010;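 active = activation more than six SD over the plate average, tested at 20 µM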;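 note: 0% = DMSO alone and 100% = apelin-13 at 10 nM; some results filed as inactive read as strong as hits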
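Material: engineered CHO-K1 APJ arrestin reporter cells; amount: 1000 CHO-K1 reporter cells seeded per well; incubation: compound stimulation 90 min at 25 °C, detection 60 min; signal: luminescent beta-gal fragment complementation, chemiluminescent substrate; read-out basis: APJ agonist activity; controls: DMSO-only wells as negative, 10 nM Apelin-13 as positive control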
tim10-1 inh = growth inhibitors of tim10-1 mutant yeast, primary screen, luminescence, uHTS | S. cerevisiae tim10-1 ts strain growth, BacTiter-Glo, 24 h | inhibition, % at 20 µM | 330,000 tested, 2.2% active | AID 463190, 2010;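 active = inhibition of at least 40%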;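 note: mutant grown at 25 °C; 0% = DMSO wells with yeast and 100% = wells holding no yeast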
Mdm2-MdmX inh = inhibitors of human Mdm2-MdmX association, primary screen, cell-based, luminescence, split luciferase, SaOS-2, uHTS; SaOS-2 split-luciferase Mdm2/MdmX complementation; inhibition, % at 8 µM; 330,000 tested, 3% active; AID 485346, 2010;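 active = inhibition of at least 50% at 8 µM in the primary screen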
* hit, by the source's call. Some of the compounds tested, so the mix of outcomes need not match the whole.

No.	Compound	TIM10 inh	APJ antagonist	XBP1 UPR activ	UPR CHOP act	tim23-1 inh	CXCR6 block	APJ ag	tim10-1 inh	Mdm2-MdmX inh
1	O=C(Nc1ccccc1)c1ccc(NC(=O)c2cccs2)cc1	-10	2	0	3.9	-5	-3	-4	-8	17
2	Cc1ccc(C(C(=O)NCc2ccco2)N(C(=O)CNC(=O)c2cccs2)c2ccc(C)cc2C)cc1 (configuration not stated)	-2	5	20	6.4	-11	10	1	4	59*
3	C/C(O)=c1/c(=O)nc2cccc3c2=c1c1ccccc1c3=O	14	-18	1	0.6	16	-2	1	12	41
4	CCOc1cc(CNn2cnnc2)ccc1OCC(=O)NC1CCCCC1	-12	3	1	-0.8	17	-1	-5	10	-3
5	COC(=O)N1CCN(c2ccc(C(C)=O)cc2)CC1	-7	-1	3	0.5	-6	-7	-4	15	-17
6	CCOc1ncccc1C(=O)NNC(=O)c1cccc(S(=O)(=O)Nc2ccc(OC)cc2)c1	1	-4	1	-0.8	11	7	11	3	13
7	O=C(Nc1nc2ccc(F)cc2s1)C1=COCCO1	33	14	-8	-6.3	39	-3	0	33	11
8	Cc1cc(C)n(-c2ccc(C(=O)Nc3ccc(C)c(S(=O)(=O)N(C)C)c3)cc2)n1	19	-12	-1	4.5	20	0	0	15	-15
9	COc1cc(N)c(Cl)cc1NC(=O)c1ccccc1	-11	7	-3	1.8	-3	-3	-2	5	16
10	COc1ccccc1C(=O)OCC(=O)Nc1cc(S(=O)(=O)N2CCOCC2)ccc1N1CCCC1	7	2	7	0.5	14	-2	1	3	6
11	CC(C)N(C(=S)NCc1ccccc1)C(C)C	14	12	-1	-0.7	4	0	-3	9	-26
12	CC(C)CC(OC(=O)c1nsc(Cl)c1Cl)C(=O)NCc1cccs1 (configuration not stated)	10	-1	1	-1.9	11	2	3	-1	3
13	O=C(Cn1cncn1)N/N=C/c1cc([N+](=O)[O-])ccc1O	3	14	-1	-0.3	12	7	-3	-4	0
14	CCOc1ccc(N2CC(C(=O)NCCN3C(=O)S/C(=C\c4cccnc4)C3=O)CC2=O)cc1 (configuration not stated)	5	-13	0	-2.5	9	-10	-4	8	5
15	COC(=O)c1sccc1NC(=O)c1cccc(Cl)c1	18	12	2	-1.4	13	2	-4	6	14
16	Cc1ccc(C)n1NC(=O)c1ccco1	-22	5	-1	-2.6	-5	4	-4	-20	13
17	CCOC(=O)C1=C(C)NC(C)=C(C(=O)OCC)C1C(=O)OCC(=O)NCc1ccccc1OC	-1	6	-2	-1.2	17	5	-4	13	-5
18	CC(C)Cc1nc(N2CCN(C(=O)c3ccco3)CC2)c(C#N)c2c1CCC2	33	8	-1	0.1	31	14	-6	31	22
19	COc1cccc(NC2=Nc3cccc4cccc2c34)c1	22	32	-1	3.2	39	-1	-5	3	25
20	CSc1nc(N(C)NC(=O)c2cccc(C)c2)c2ccccc2n1	19	14	18	-1.0	43	3	-2	29	63*
21	CCCCN(C)CCNC(=O)CSCc1ccc(C)cc1	-4	6	-3	0.8	-3	2	-2	-14	8
22	CCN(CC)S(=O)(=O)c1ccc(NC(=O)c2ccccc2N(C)S(C)(=O)=O)cc1	11	-4	-2	-2.6	5	-1	-6	14	1
23	COC(=O)c1sccc1NC(=O)c1ccc(C)cc1	-3	4	0	2.7	22	2	-1	31	-4
24	O=C(COC(=O)c1cccc(C(=O)OCC(=O)NCc2ccc(F)cc2)n1)NCc1ccc(F)cc1	-16	-14	1	0.9	21	7	-1	5	8
25	CC(NC(=O)c1ccccc1F)c1nnc(SCC(=O)NC2CCCC2)n1C (configuration not stated)	-9	-11	-1	-0.5	14	-4	-3	19	-6
26	CCCN(CC(=O)Nc1ccccc1OC)C(=O)CSc1ccc(Br)cc1C	5	23	-2	-0.5	31	2	0	24	1
27	O=C(c1ccco1)N1CCN(S(=O)(=O)c2ccc(S(=O)(=O)NC3CC3)cc2)CC1	3	1	1	-2.4	-7	2	1	9	12
28	O=C(CN1CCN(c2ccccn2)CC1)Nc1ccccc1F	1	0	-7	-0.1	-1	3	3	8	15
29	COc1cccc(-c2cc(C(=O)N3CCCCCC3)no2)c1	18	26	-3	-2.2	37	6	-7	32	-174
30	CC(=O)N1N=C(c2ccccc2)CC1c1ccc2c(c1)OCO2 (configuration not stated)	-9	29	0	5.6	19	-3	1	11	8
31	COc1cc(OC)c(CN2CCCCCCC2)cc1Br	1	12	1	0.2	-6	5	-1	-3	-17
32	C=CCOc1ccccc1/C=N/n1nnnc1N	-2	8	-2	3.9	18	10	2	-10	22
33	CCN1CCN(CC(=O)c2c(C)n(C)c3ccc(OC)cc23)CC1	4	10	-1	1.9	11	-1	1	4	-6
34	COc1cccc(NC(=O)C(c2ccccc2)N2CCCCC2)c1 (configuration not stated)	14	-14	7	1.5	8	-5	-2	20	3
35	CN(C(=O)c1ccc(NC(=O)Cc2ccc(NC(=O)C3CCN(C(=O)C4CC4)CC3)cc2)cc1)C1CC1	-6	-5	0	1.9	19	0	-5	16	5
36	CC(C)(C)NC(=O)C1CCN(C(=O)c2ccc(-c3ccccc3)cc2)CC1	12	4	8	-0.4	12	-7	-3	2	22
37	CS(=O)(=O)N(CC(=O)NCc1ccccc1)Cc1ccc(Cl)cc1	3	12	0	0.1	14	3	-1	5	0
38	CCOc1cc(/C=C2/C(=O)NN(c3cccc(Cl)c3)C2=O)ccc1O	-5	25	1	4.3	2	30	-2	-72	21
39	Cc1nn(Cc2ccccc2)c(C)c1NC(=O)CSc1nc2c(c(C(F)(F)F)n1)CCc1ccccc1-2	0	-10	-1	-1.0	23	-10	-2	20	17
40	O=C(NC1CCCCC1)C1CCC(CNS(=O)(=O)c2cccc3nsnc23)CC1 (configuration not stated)	-16	13	0	-0.1	-16	1	-3	-16	25
41	Cc1ccc(Cn2ccc(NC(=O)c3cc4nc(-c5ccco5)cc(C(F)(F)F)n4n3)n2)cc1	9	5	5	1.3	-13	10	2	-20	12
42	O=C(Nc1ccccc1N1CCOCC1)C1=NN(c2c(F)c(F)cc(F)c2F)C(=O)CC1	17	2	-1	-0.8	30	1	-1	23	-10
43	COc1ccc(NC(=O)CCCn2c(=O)[nH]c3ccccc3c2=O)cc1	5	-1	-1	0.0	5	5	2	14	-1
44	Cc1[nH]nc2c1C(c1ccc(N(C)C)cc1)C1=C(CC(C)(C)CC1=O)N2 (configuration not stated)	-11	4	0	-0.9	-15	-13	0	-19	28
45	COc1ccc(S(=O)(=O)N2CCSCC2)cc1	-4	7	-2	1.1	-6	14	1	-4	5
46	Cc1c(C(=O)O)nnn1-c1nonc1N	-16	-1	0	1.1	3	-8	-1	4	6
47	COc1ccc(-n2c(-c3ccc(OC)c(OC)c3)n[nH]c2=S)cc1	2	2	-3	3.0	13	0	2	1	1
48	CN(CC(=O)Nc1ccccc1Br)C(=O)c1cc(Cl)nc2ccccc12	3	5	-1	-1.3	11	-2	-1	1	9
49	Cc1ccc(CS(=O)(=O)c2cn(CC(=O)Nc3ccon3)c3ccccc23)cc1	0	4	-2	0.2	3	-5	1	3	39
50	Cc1ccc(S(=O)(=O)Cc2ccc(C(=O)N3CCCCC3C)cc2)cc1 (configuration not stated)	13	3	1	-0.8	3	-6	-8	14	8

Only APJ antagonist, Mdm2-MdmX inh and tim23-1 inh (6 entries from above):
cpd	molecule	APJ antagonist	Mdm2-MdmX inh	tim23-1 inh
39	Cc1nn(Cc2ccccc2)c(C)c1NC(=O)CSc1nc2c(c(C(F)(F)F)n1)CCc1ccccc1-2	-10	17	23
40	O=C(NC1CCCCC1)C1CCC(CNS(=O)(=O)c2cccc3nsnc23)CC1 (configuration not stated)	13	25	-16
35	CN(C(=O)c1ccc(NC(=O)Cc2ccc(NC(=O)C3CCN(C(=O)C4CC4)CC3)cc2)cc1)C1CC1	-5	5	19
36	CC(C)(C)NC(=O)C1CCN(C(=O)c2ccc(-c3ccccc3)cc2)CC1	4	22	12
46	Cc1c(C(=O)O)nnn1-c1nonc1N	-1	6	3
48	CN(CC(=O)Nc1ccccc1Br)C(=O)c1cc(Cl)nc2ccccc12	5	9	11

More entries.
No.	Compound	TIM10 inh	APJ antagonist	XBP1 UPR activ	UPR CHOP act	tim23-1 inh	CXCR6 block	APJ ag	tim10-1 inh	Mdm2-MdmX inh
51	CC(C)(C)c1cc(C(=O)CCN2CCOCC2)cc(C(C)(C)C)c1O	76*	-10	5	3.3	74*	-6	-2	77*	-7
52	Cc1ccccc1Nc1nc(N)nc(CSc2nnc3ccccn23)n1	3	4	0	0.9	10	13	-3	-14	7
53	COc1ccc2[nH]c(C)c(CCNC(=S)Nc3ccc(C)cc3)c2c1	40*	7	0	0.0	25	2	-2	40	22
54	COc1ccccc1CNC(=O)c1ccc(S(=O)(=O)N(C)c2ccccc2)cc1	18	-9	1	0.9	23	1	2	19	24
55	Cc1ccccc1-c1nc(CN2CCC(C(=O)N3CCC(C(N)=O)CC3)CC2)c(C)o1	-2	4	-4	1.1	13	-3	4	23	9

Some of the entries so far, in transposed form:
54) COc1ccccc1CNC(=O)c1ccc(S(=O)(=O)N(C)c2ccccc2)cc1
52) Cc1ccccc1Nc1nc(N)nc(CSc2nnc3ccccn23)n1

Assay by compound	54	52
TIM10 inh	18	3
APJ antagonist	-9	4
XBP1 UPR activ	1	0
UPR CHOP act	0.9	0.9
tim23-1 inh	23	10
CXCR6 block	1	13
APJ ag	2	-3
tim10-1 inh	19	-14
Mdm2-MdmX inh	24	7
